Source: PubChem BioAssay (National Center for Advancing Translational Sciences (NCATS))
FEN1 inh: qHTS Assay for the Inhibitors of Human Flap endonuclease 1 (FEN1); Potency, µM (highest dose often 114 µM), without a hit: top-dose activity change, negative = inhibition, actives largely listed as inhibitors; 390,000 compounds, 0.35% hits; Recombinant FEN1 flap cleavage, fluorescence, 15 min; P39748; further: nearly all actives have a fitted effect of over 65% in size
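Read-out was taken twice, immediately and after 15 min, following addition of 50 nM substrate to 10 nM FEN1 that had sat with test compound for 15 min at room temperature. Curves came from a four-parameter Hill model.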
N370S GC mod: qHTS Assay for Inhibitors and Activators of N370S glucocerebrosidase as a Potential Chaperone Treatment of Gaucher Disease; Lysosomal acid glucosylceramidase (Homo sapiens), P04062; N370S GC spleen homogenate, 4MU-glucoside fluorescence; Potency, µM (doses to about 59.4 µM), without a hit: at the highest dose activity change, negative = inhibition, usual class: inhibitors; 330,000 compounds, 0.092% hits; AID 2101, 2009;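 further: 0% = full enzyme activity and -100% = no enzyme basal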
KAT2A inh: qHTS Assay for Inhibitors of GCN5L2 | Histone acetyltransferase KAT2A (Homo sapiens), Q92830 | GCN5L2 HAT assay, ThioGlo1 CoA-SH fluorescence | Potency, µM (doses to about 58.9 µM), for the others: top-dose activity change, negative = inhibition, actives largely listed as inhibitors | 390,000 compounds, 0.21% hits | AID 504327, 2011
Target sequence (Q92830 whole entry, looked up): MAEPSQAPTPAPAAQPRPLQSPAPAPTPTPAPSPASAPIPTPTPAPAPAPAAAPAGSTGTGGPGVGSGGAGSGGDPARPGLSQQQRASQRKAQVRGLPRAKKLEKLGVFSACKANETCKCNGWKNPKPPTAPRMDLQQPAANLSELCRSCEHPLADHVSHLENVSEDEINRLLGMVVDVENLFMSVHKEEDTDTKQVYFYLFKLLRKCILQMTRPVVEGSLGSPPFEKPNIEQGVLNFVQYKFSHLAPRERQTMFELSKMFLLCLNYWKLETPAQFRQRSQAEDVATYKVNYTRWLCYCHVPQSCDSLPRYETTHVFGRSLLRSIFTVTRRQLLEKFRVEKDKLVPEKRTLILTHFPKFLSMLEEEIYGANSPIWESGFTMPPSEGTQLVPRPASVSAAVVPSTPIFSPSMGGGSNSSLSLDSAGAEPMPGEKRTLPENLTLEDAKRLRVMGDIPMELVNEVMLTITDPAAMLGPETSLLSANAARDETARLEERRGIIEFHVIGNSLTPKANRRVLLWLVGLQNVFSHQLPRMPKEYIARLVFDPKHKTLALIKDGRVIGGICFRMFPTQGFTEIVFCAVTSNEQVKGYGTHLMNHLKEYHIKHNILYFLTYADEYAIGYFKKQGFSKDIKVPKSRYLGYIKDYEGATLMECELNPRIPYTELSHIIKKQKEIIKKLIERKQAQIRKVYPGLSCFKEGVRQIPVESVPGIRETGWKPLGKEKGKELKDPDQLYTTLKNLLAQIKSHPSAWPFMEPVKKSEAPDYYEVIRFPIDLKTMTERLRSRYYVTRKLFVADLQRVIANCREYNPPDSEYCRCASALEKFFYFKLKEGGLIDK
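Enzyme at 20nM final was mixed with library compounds for 15 min at room temperature. Peptide H3(1-25) at 75uM, acetyl-CoA at 70uM and ThioGlo1 at 50uM were then added. Plates were read immediately and after 20 min (Ex340nm/Em540nm).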
* hit, by the source's call; ? = inconclusive; nt = no result given; [ ] = another dose, or the depositor's remark. The call rests on the fitted dose curve; in most records, active means well fitted curve in the direction sought with a large enough effect; inconclusive means small, poorly fitted or top-dose-only effect, or another doubt; inactive means no such curve, though single readings can be large; an effect the other way counts as inactive or inconclusive. Unless noted, on the % scale 0 is the no-effect control and ±100 the full control effect; potency means the concentration at half of the fitted maximal effect.

KAT2A inh,canonical_smiles,N370S GC mod,FEN1 inh
-2%,COc1ccc(CN(CC(=O)NCc2ccccc2)C(=O)c2csnn2)cc1,3%,17%
-16%,CCOc1cc(/C=N/Nc2cc(C)nc3ccc(C)cc23)ccc1O,-6%,6%
-2%,CC(=O)c1cccc(NC(=O)N2CCN(S(C)(=O)=O)CC2)c1,1%,6%
-13%,CCOC(=O)C1CCCN(c2c(C(=O)c3ccccc3)cnc3ccc(OC)cc23)C1 (centres undefined),2%,1%
3%,CCC(=O)Oc1ccc(C2Nc3ccccc3-c3nnc(SC)nc3O2)cc1 (centres undefined),nt,3%
-7%,O=[N+]([O-])c1c(Nc2ccccc2O)ccc2nonc12,-2%,-5%
-3%,Cc1ccc(C2(C)NC(=O)N(CC(=O)c3ccc4c(c3)OCCO4)C2=O)cc1 (centres undefined),nt,2%
4%,CC(C)(C)OC(=O)N1CCC(NC(=O)c2[nH]cnc2C(=O)Nc2ccc(Cl)cc2)CC1,nt,11%
1%,CCCN(CCC)CCCNC(=O)CCNS(=O)(=O)c1ccc(Br)cc1,2%,0%
-9%,CC1=C(c2ccc(C(C)C)cc2)S(=O)(=O)N=C1N1CCC(C(=O)Nc2ccc(C)cc2)CC1,nt,-6%
-1%,CCO[C@H]1OC(C(=O)NCc2ccccc2)=C[C@@H](c2coc3ccccc3c2=O)[C@@H]1CCCO,-10%,1%
-6%,CCOc1ccc(-c2nonc2NC(=O)c2oc3cc(C)ccc3c2C)cc1,nt,5%
0%,Nc1nnc(-c2cn(-c3ccccc3)nc2-c2ccc(Cl)cc2)o1,-2%,19%
?,Cc1ccc(CC(=O)N(C)CC(=O)Nc2ccc(N3CCOCC3)cc2)cc1C,-1%,-3%
-6%,CCOc1ccc(CCNC(=O)c2ccc(CS(=O)Cc3ccccc3Cl)o2)cc1 (centres undefined),-12%,-14%
-3%,CC(Nc1ccnc2cc(Cl)ccc12)c1ccc(S(N)(=O)=O)cc1 (centres undefined),-5%,-1%
0%,CCn1c(N2CCN(C(=O)/C=C/c3ccccc3)CC2)nc2ccccc21,-1%,-14%
-7%,COc1cccc(C(=O)Nc2nnc(-c3ccc(Cl)cc3)o2)c1,6%,11%
-28%,Cc1cccc(NC(=O)Cc2ccc(-c3ccccc3)cc2)n1,1%,?
-15%,Cc1noc(Cn2c(=O)c3cc4c(cc3n(CC(=O)Nc3cccc(Cl)c3)c2=O)OCO4)n1,nt,12%
-1%,Cc1ccc(NC(=O)Nc2cccc(C)n2)c(C)c1,?,-16%
1%,O=S(=O)(Nc1cc(S(=O)(=O)N2CCOCC2)ccc1NCC1CCCO1)c1ccc(F)cc1 (centres undefined),nt,2%
-7%,COc1ccc(-c2cc(C(F)(F)F)nc(SCCC(=O)Nc3cccc(O)c3)n2)cc1,nt,-3%
-7%,CCOC(=O)c1c(C)c(C(=O)NCc2ccccc2OC)c(C)n1C,9%,-2%
?,CC(C)(C)c1ccccc1NC(=O)CN1C(=O)NC(Cc2ccccc2)C1=O (centres undefined),-24%,6%
-16%,COc1cc(/C=C/c2cc(C(=O)O)c3ccccc3n2)ccc1OC(F)F,-11%,10%
3%,CC(C)OC(=O)CSc1nnc(CNc2ccc(Cl)cc2)n1C,2%,19%
-1%,Cc1ccc(CNC(=O)c2coc(=O)c3ccccc23)o1,14%,0%
2%,O=C(COC(=O)c1ccc(F)cc1)Nc1ccc2c(c1)OCO2,nt,6%
4%,CC(C)Cn1cc(NC(=O)Nc2cccc(C(F)(F)F)c2)c2ccccc2c1=O,nt,2%
-1%,O=C(Nc1c2c(nn1-c1cccc(Cl)c1)CS(=O)C2)c1ccc2c(c1)OCO2 (centres undefined),-3%,0%
-12%,CC1CCN(c2c([N+](=O)[O-])nn(-c3ccc4c(c3)OCCO4)[n+]2[O-])CC1,-4%[12.8 µM],-6%
18%,CCc1nn2c(=O)cc(COC(=O)c3ccc(NC(=O)COc4ccccc4C)cc3)nc2s1,nt,1%
-1%,CCN(CC)C(=O)c1cn(C)c2ccc(S(=O)(=O)N(CC)CC)cc2c1=O,3%,9%
-5%,Cc1nc(CC(=O)N/N=C/c2ccc(OCC(=O)O)cc2)cs1,6%,41%[activator]
-16%,CCN(CCCNS(=O)(=O)c1ccc2c(c1)oc(=O)n2C)c1cccc(C)c1,-5%,-26%
-1%,Cc1ccc(-c2nnc(-c3cc(C)on3)o2)cc1,1%,-5%
-7%,O=C(NCc1ccc(Cl)cc1)c1cnc2sc(N3CCOCC3)nn2c1=O,nt,7%
-2%,CCC(C)NC(=O)CSc1nc2ccsc2c(=O)n1-c1ccc(OC)cc1 (centres undefined),8%,6%
-5%,CN(C(=O)CSc1nnc(Cc2cccs2)n1C1CC1)C1CCS(=O)(=O)C1 (centres undefined),-4%,-2%
0%,O=C(C1CC(=O)N(C2CCCC2)C1)N1CCN(c2ccccc2)CC1 (centres undefined),-1%,2%
-21%,O=C(CCc1ccccc1)Nc1ccc(S(=O)(=O)N2CCCC2)cc1,9%,-5%
-1%,CC1C(=O)N2CCCc3cc(NC(=O)c4ccccc4Br)cc1c32 (centres undefined),-3%,-2%
-7%,CC1CCCCC1NC(=O)CN1C(=O)COc2ccccc21 (centres undefined),-3%,19%
1%,CCC(CO)Oc1cc(NC(=O)Cc2ccccc2F)c2ncn(C(C)C)c2c1 (centres undefined),nt,-7%
0%,NC(=O)C1CCN(C(=O)CSc2nc3ccccc3o2)CC1,4%,0%
2%,COc1ccc(CNC(=O)c2cc3ccccn3n2)cc1OC,nt,3%
-1%,CCOC(=O)c1ccc(-n2ncc(C(=O)OCC)c2N)cc1,-13%,0%
-6%,COc1ccc(C(=O)N2CCC(C(=O)Nc3ccc(C)cc3)CC2)cc1,10%,?
-2%,COc1cc(OC)c(NC(C)C(=O)NCc2ccccc2)cc1Cl (centres undefined),13%,12%
-11%,COc1ccc(-c2cc(-c3ccc(C)cc3)nc(SCc3nnc(-c4ccccc4)o3)c2C#N)cc1OC,-1%,-1%
-3%,CCC(Sc1nc(-c2ccccc2F)nc2c1Cc1c(CO)cnc(C)c1O2)C(=O)Nc1cc(C)ccc1C (centres undefined),nt,-14%
-1%,CCN(CC(=O)Nc1c(F)cccc1F)C(=O)CCOc1ccc(C)cc1,-23%,8%
30%,CCc1ccc(C(=O)N2CCCN(C)CC2)s1,-3%,-6%
-23%,CN(CC(=O)Nc1cccc(F)c1)C(=O)c1ccc(COc2ccccc2)o1,2%,-5%
3%,Cc1ccccc1NC(=O)c1c(C)oc2ccc(O)c(CN3CCCC3)c12,nt,-3%
-2%,CCN(Cc1ccncc1)Cc1c(O)ccc2cc(Br)ccc12,-8%,-12%
-24%,O=C(Cc1ccc(Cl)c(Cl)c1)N/N=C/c1cccnc1,-2%,-2%
-13%,Cc1ccc(C)c(Nc2cc(C(=O)NC3CCCC3)c3ccccc3n2)c1,nt,15%
-7%,COc1ccc(CNC(C)C(=O)Nc2ccc3ccccc3c2)cc1OC (centres undefined),-9%,-1%

(further entries)
KAT2A inh,canonical_smiles,N370S GC mod,FEN1 inh
3%,CC1CCN(c2oc(-c3cccc4ccccc34)nc2C#N)CC1,?,-2%
-13%,CC(=O)Nc1ccc(NC(=O)CC(NC(=O)c2ccccc2)c2ccccc2)cc1 (centres undefined),6%,17%
30%,CC1CCCN(c2ccc(C(=O)NCc3ccc4c(c3)OCO4)cc2[N+](=O)[O-])C1 (centres undefined),?,9%
-1%,C=C(Br)Cn1c(CCCC)nc2ccccc21,1%,7%
-7%,Cc1ccc(NC(=S)N(CCN(C)C)Cc2cc3cccc(C)c3[nH]c2=O)cc1,14%,3%
-8%,O=C(NCc1ccco1)c1cc(-c2cccs2)on1,2%,-2%
0%,NC(=O)c1cc[n+](CC2=C(C(=O)O)N3C(=O)[C@@H](NC(=O)[C@@H](c4ccccc4)S(=O)(=O)[O-])[C@H]3SC2)cc1,2%,40µM*
-5%,Cn1c(Cc2cccs2)nnc1SCC(=O)N1CCc2ccccc21,3%,-3%
-4%,CC(C)Sc1nnc(-c2c[nH]c3ccccc23)n1C,-2%,-4%
-4%,Cc1nc(NC2CCCC2)sc1C(=O)N(C)C,2%,3%
4%,C=CCn1c(SCC(=O)NC(=O)c2cccn2C)nc2ccccc2c1=O,-5%,-5%
-1%,Cc1ccc(Cn2c(NCCCn3ccnc3)nc3c2c(=O)n(C)c(=O)n3C)cc1,3%,0%
-2%,Cc1ncc(CN2CCN(C(C)C)C(CCO)C2)s1 (centres undefined),-12%,14%
-8%,CS(=O)(=O)c1cccc(C(=O)OCC(=O)NC(=O)Nc2ccccc2F)c1,nt,-4%
-2%,CCC(C)N(C(=O)COC(=O)c1cn(CC)c2nc(C)ccc2c1=O)C1CCS(=O)(=O)C1 (centres undefined),2%,2%
-8%,Nc1nn2cc(-c3ccccc3)nc2c2ccccc12,20%,?
-15%,Cn1c(SCC(=O)Nc2ccc3nc(SCC(=O)N4CCCC4)sc3c2)nnc1-c1ccccc1,-7%,-24%
-3%,Cc1cc(C)cc(NC(=O)Cn2cc(C(=O)c3ccncc3)c(=O)c3cc(C)c(C)cc32)c1,nt,13%
-9%,CN(NC(=O)c1ccccc1)c1ncc(C(F)(F)F)cc1Cl,3%,5%
10µM*,O=C(CCCN1C(=O)/C(=C\c2ccco2)SC1=S)Nc1ccc(O)cc1C(=O)O,-15%,50µM*
-19%,COC(=O)C1=C(C)NC(=O)NC1c1ccccc1Cl (centres undefined),-3%,1%
0%,CCOc1ccccc1OCC(=O)Nc1ccc2[nH]c(=O)[nH]c2c1,nt,-14%
-3%,CC1(c2ccc3ccccc3c2)NC(=O)N(CC(=O)NCC(C)(C)N2CCOCC2)C1=O (centres undefined),-4%,0%
-4%,O=C(NCCc1ccc(Cl)cc1)C1CCN(c2ncnc3c2nc2n3CCCCC2)CC1,nt,-2%
-4%,CC(OC(=O)c1cccc(-n2cnnn2)c1)C(=O)NCc1ccccc1 (centres undefined),8%,-7%
-2%,COc1ccc(C2CC(=O)c3c([nH]c(C(=O)OC4CCCCCC4)c3C)C2)cc1 (centres undefined),nt,10%
3%,COc1ccc(S(=O)(=O)N2CCN(CC(=O)Nc3cc(C(F)(F)F)ccc3Cl)CC2)cc1,23%,1%
-1%,CC(C)(C)NC(=O)c1ccnc(C(C)(C)C)c1,nt,4%
-4%,NC(=O)C1CCN(C(=O)OCc2ccccc2)CC1,9%,2%
0%,CCOc1ccc(CN(CCO)CCO)cc1C(=O)OC,-16%,0%
-1%,CCOC(=O)c1sc(NC(=O)CSc2nncn2C)nc1C,2%,1%
-2%,CCOC(=O)C1=C(COC(=O)c2cccc(NC(C)=O)c2)NC(=O)NC1C (centres undefined),-4%,-1%
-19%,Cc1[nH]n(-c2ccccc2)c(=O)c1/C=N/NC(=O)C(C)C,18%,6%
-11%,COc1ccc2c(c1)c1c(n2C(C)=O)C(OC(C)=O)=NCC1,8%,15%

Whole records from above. Order of screens: KAT2A inh	N370S GC mod	FEN1 inh
`CC1=C(c2ccc(C(C)C)cc2)S(=O)(=O)N=C1N1CCC(C(=O)Nc2ccc(C)cc2)CC1` in the list: -9%	nt	-6%
`COc1cccc(C(=O)Nc2nnc(-c3ccc(Cl)cc3)o2)c1` in the list: -7%	6%	11%

An excerpt of these results, comma-delimited.
Molecule,KAT2A inh,N370S GC mod,FEN1 inh
COC(=O)C1=C(C)NC(=O)NC1c1ccccc1Cl (centres undefined),-19%,-3%,1%
CCOc1ccccc1OCC(=O)Nc1ccc2[nH]c(=O)[nH]c2c1,0%,nt,-14%
CC1(c2ccc3ccccc3c2)NC(=O)N(CC(=O)NCC(C)(C)N2CCOCC2)C1=O (centres undefined),-3%,-4%,0%
O=C(NCCc1ccc(Cl)cc1)C1CCN(c2ncnc3c2nc2n3CCCCC2)CC1,-4%,nt,-2%
CC(OC(=O)c1cccc(-n2cnnn2)c1)C(=O)NCc1ccccc1 (centres undefined),-4%,8%,-7%
COc1ccc(C2CC(=O)c3c([nH]c(C(=O)OC4CCCCCC4)c3C)C2)cc1 (centres undefined),-2%,nt,10%
COc1ccc(S(=O)(=O)N2CCN(CC(=O)Nc3cc(C(F)(F)F)ccc3Cl)CC2)cc1,3%,23%,1%
CC(C)(C)NC(=O)c1ccnc(C(C)(C)C)c1,-1%,nt,4%
NC(=O)C1CCN(C(=O)OCc2ccccc2)CC1,-4%,9%,2%
CCOc1ccc(CN(CCO)CCO)cc1C(=O)OC,0%,-16%,0%
CCOC(=O)c1sc(NC(=O)CSc2nncn2C)nc1C,-1%,2%,1%
CCOC(=O)C1=C(COC(=O)c2cccc(NC(C)=O)c2)NC(=O)NC1C (centres undefined),-2%,-4%,-1%
Cc1[nH]n(-c2ccccc2)c(=O)c1/C=N/NC(=O)C(C)C,-19%,18%,6%
